bub3 – NCI yeast anticancer drug screen, S. cerevisiae bub3 mutant strain. growth inhibition, % at 50 µM. hit rate 9.9% among 78,000. AID 167;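 also: 0% = growth of vehicle-only cultures of the same strain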
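Whole-cell yeast assay. The mutant strain was incubated with compounds, and growth inhibition was determined by comparison with vehicle-treated cells.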
rad50 – NCI yeast anticancer drug screen, S. cerevisiae rad50 strain; % growth inhibition at 50 µM; hit rate 10% among 79,000; AID 155;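 also: 0% = growth of vehicle-only cultures of the same strain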
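DNA repair mutant yeast, compound exposure, growth read-out; inhibition is taken relative to vehicle.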
sgs1 mgt1 – NCI yeast anticancer drug screen, S. cerevisiae sgs1 mgt1 strain | growth inhibition, % at 50 µM | AID 161 | hit rate 10% among 78,000;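 also: 0% = growth of vehicle-only cultures of the same strain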
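Genetically altered yeast, compound exposure, growth inhibition relative to vehicle.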
yeast mlh1 rad18 – NCI yeast anticancer drug screen, S. cerevisiae mlh1 rad18 strain. % growth inhibition at 50 µM. hit rate 11% among 79,000. AID 175;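 also: 0% = growth of vehicle-only cultures of the same strain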
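Compound-treated yeast growth, normalised to vehicle controls. Strain bears defined DNA repair mutations.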
cln2 rad14 – NCI yeast anticancer drug screen, S. cerevisiae cln2 rad14 strain; AID 165; growth inhibition, % at 50 µM; hit rate 8.3% among 78,000;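 also: 0% = growth of vehicle-only cultures of the same strain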
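Readout is yeast growth inhibition versus vehicle-treated controls, using a strain with cln2 and rad14 alterations exposed to compound.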
mec2-1 – NCI yeast anticancer drug screen, S. cerevisiae mec2-1 strain; growth inhibition, % at 50 µM; hit rate 9% among 79,000;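 also: 0% = growth of vehicle-only cultures of the same strain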
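mec2-1 yeast strain, carrying an alteration in DNA damage repair or cell cycle control, was exposed to compounds; growth inhibition was measured relative to vehicle-treated controls.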
* hit, by the source's call; nt = not tested or not shown; & = joins results of further samples. Rule as the data show it: active = growth inhibition above about 70%; inactive = the rest.

The line under a structure holds: cln2 rad14	mec2-1	yeast mlh1 rad18	sgs1 mgt1	rad50	bub3
CC(=O)Nc1ccc(N=Cc2cc(Cl)cc(Cl)c2O)cc1
  53	74*	66	89*	80*	82*
CN(C)S(=O)(=O)Oc1ccccc1N
  19	-4	16	21	6	-5
CCOC(CN/C(=C/c1ccc2ccccc2[n+]1C)SC)OCC
  -12	9	-8	-8	-11	-33
CCOC(=O)C1=C(C)NC(SC)=NC1c1ccccc1 (stereo not drawn)
  7	7	23	26	18	6
O=C(OCc1ccccc1)N1N=NC2C1C1CC(OCc3ccccc3)(OCc3ccccc3)C2O1 (stereo not drawn)
  13	-22	-22	-11	40	18
COC(=O)C1C(=O)C2CCC1C(=O)C2C(=O)OC (stereo not drawn)
  4	-3	23	16	2	10
COC(=O)/C(=C/c1c[nH]c2ccccc12)NC=O
  -24	4	1	0	8	-13
S=C(NC1CCCCC1)SC(=S)NC1CCCCC1
  -44	-27	1	-4	-9	3
CC(C)/C=N\N1C(N)=C(C#N)C(C#N)(C#N)C1C(C)C (stereo not drawn)
  -19	10	-41	-35	-1	-12
O=S(=O)(C(=C(c1ccccc1)c1ccccc1)c1ccccc1)c1ccccc1
  18	99*	68	20	42	6
Cc1cc(Cl)ccc1NC(=O)CC1SC(=Nc2ccccc2Cl)NC1=O (stereo not drawn)
  -61	1	8	-2	12	0
CNc1nc2c(s1)c1c(O)c3c(O)c(C)c4c(c32)C(=O)C(C)(O/C=C/C(OC)C(C)C(OC(C)=O)C(C)C(O)C(C)C(O)C(C)/C=C/C=C(/C)C(=O)N1)O4 (stereo not drawn)
  10	14	20	9	14	21
Cc1cc(C)n(-c2cc(N3CCOCC3)ncn2)n1
  -6	19	13	5	21	5
CC(=O)OCC1OC(OC(C)=O)C(NC(=O)C(C)NC(=O)OCc2ccccc2)C(OC(C)=O)C1OC(C)=O (stereo not drawn)
  12	7	15	16	37	-1
c1ccc(-c2cc(-c3ccccc3)nc(-c3ccccc3)c2)cc1
  -33	-4	2	10	-7	10
C=C1CC(C)(Cn2cnc3c(N)ncnc32)OC1=O (stereo not drawn)
  20	11	21	9	9	17
Cc1nc2nn(Cc3ccccc3)cc2c(=O)o1
  11	-15	1	0	4	-19
O=c1sc2ccccc2n2cccc12
  25	43	27	41	69	30
O=[N+]([O-])C(C(Cl)=C(Cl)Cl)=C(n1nnc2ccccc21)n1nnc2ccccc21
  27	35	21	25	41	19
Nc1ncnc2c1ncn2C1OCC(CO)C1O (stereo not drawn)
  -16	19	2	3	1	11
O=C(Nc1nc2ncn(CCNCc3ccccc3)c2c(=O)[nH]1)c1ccccc1
  11	-23	25	6	-8	15
O=C1c2ccccc2C2(O)NC(=S)N(c3ccccc3)C12O (stereo not drawn)
  15	-21	-2	5	-14	6
N#CCOc1ccc(Cl)cc1
  -53	-16	-4	-13	-11	2
CCCCCCCOC(=O)C(N)c1ccccc1 (stereo not drawn)
  8	-32	4	-22	-5	-8
CC(C)(C)OC(=O)NCC(=O)NC1C/C(=N\O)c2sccc21 (stereo not drawn)
  16	6	40	11	17	-5
COc1ccc(NC(=O)Oc2cccc(NC(C)=O)c2)c(OC)c1
  4	9	9	10	14	12
CC(C)(C)OC(=O)CNC(=O)C(Cc1ccccc1)NC(=O)C(CSC(c1ccccc1)(c1ccccc1)c1ccccc1)NSc1ccccc1[N+](=O)[O-] (stereo not drawn)
  -3	13	15	9	0	-5
CCN(CC)C(=O)c1cccc(C)c1
  -39	-11	-30	-1	0	43
CC(Oc1ccccc1)C(O)(c1ccc(N(C)C)cc1)c1ccc(N(C)C)cc1 (stereo not drawn)
  8	-6	12	9	3	1
CC(=O)OCC/C=C\CCCOC(C)=O
  -2	-3	4	-3	6	8
NC(CSC1(c2ccc(Cl)cc2)c2ccccc2-c2ccccc21)C(=O)O (stereo not drawn)
  44	62	75*	35	68	91*
O=C(c1ccc([N+](=O)[O-])cc1)c1cc2ccccc2oc1=O
  -73	-8	-9	-10	-12	-18
COC(=O)C(Cc1nc2ccc(Cl)cc2[nH]c1=O)/C(=N/NC(N)=O)C(=O)Nc1ccc(Cl)cc1 (stereo not drawn)
  -33	12	8	-6	-13	-24
CCCN(CCC)CCCN(CCC)CCCCN(CCC)CCCN(CCC)CCC
  -19	-11	-2	-5	28	2
Cc1cc([N+](=O)[O-])ccc1NC(=O)c1c(Cl)c(Cl)c(C(=O)Nc2ccc([N+](=O)[O-])cc2C)c(Cl)c1Cl
  -34	28	45	35	39	8
CCO/C(C)=N\OC(=O)C(F)(F)F
  -16	-15	-8	7	0	1
CCCC(=O)OCC1CC2C=CC1C2 (stereo not drawn)
  79*	-8	-4	-18	-6	15
CN(C)CC(C)(Oc1ccccc1)C(O)c1ccccc1 (stereo not drawn)
  -5	5	-6	3	-5	3
CCOC(=O)c1cnc(SCc2ccc(Cl)cc2Cl)nc1Cl
  72*	55	65	58	38	26
Cc1ccc(N2C(=O)C3C=CC(n4[nH]c(=O)n(Cc5ccccc5)c4=O)CC3C2=O)cc1 (stereo not drawn)
  34	-31	-56	-11	-10	-5

Arranged by count of non-hydrogen atoms (smallest number first): part of the list above
The line under a structure holds: cln2 rad14	mec2-1	yeast mlh1 rad18	sgs1 mgt1	rad50	bub3
CC(C)(C)OC(=O)NCC(=O)NC1C/C(=N\O)c2sccc21 (stereo not drawn)
  16	6	40	11	17	-5
NC(CSC1(c2ccc(Cl)cc2)c2ccccc2-c2ccccc21)C(=O)O (stereo not drawn)
  44	62	75*	35	68	91*
O=C(Nc1nc2ncn(CCNCc3ccccc3)c2c(=O)[nH]1)c1ccccc1
  11	-23	25	6	-8	15

Later entries:
The line under a structure holds: cln2 rad14	mec2-1	yeast mlh1 rad18	sgs1 mgt1	rad50	bub3
CC1OC(OCc2ccc(-c3ccccc3)cc2)CC(N)C1O (stereo not drawn)
  -7	29	3	25	-2	30
CC(=O)N(C(C)C)C(C)C
  -7	2	-11	3	3	17
C=CCNC(=S)Nc1cc(Cl)ccc1OC
  -5	8	7	-2	6	1
N#C/C(=C\NC(=S)C(N)=S)C(=O)c1ccc2ccccc2c1
  34	30	51	40	40	24
OC1C(SCc2ccccc2)OCC2OC3(CCCCC3)OC21 (stereo not drawn)
  -6	-6	9	-9	-5	2
CCC(O)CNCc1c2ccccc2cc2ccccc12 (stereo not drawn)
  13	15	11	22	20	2
O=[N+]([O-])c1ccc(OS(=O)(=O)c2ccccc2)cc1
  -4	8	10	-5	-3	4
CCCCC(C(=O)OCC)[N+](=O)[O-] (stereo not drawn)
  6	-25	16	2	-24	2
NCCC(=O)OC1CCCc2c(O)c3c(c(O)c21)C(=O)c1ccccc1C3=O (stereo not drawn)
  99*	99*	99*	99*	99*	99*
O/N=C1/CCCC/C1=C/C=C/c1ccccc1
  -10	2	5	6	8	-16
C=CC(C)(O)CCC1C(=C)C(O)CC2C(C)(C)CCCC12C (stereo not drawn)
  17	44	64	80*	64	73*
N#CC1Oc2ccccc2N1C(=O)c1ccccc1 (stereo not drawn)
  -1	54	64	36	33	77*
Brc1ccc2oc3ccccc3c2c1
  -6	-2	25	18	24	7
Cc1cccc(NC(=O)NCCCl)c1Cl
  -21	3	8	2	10	-14
COc1ccccc1C(=O)[O][Sn]([c]1ccccc1)([c]1ccccc1)[c]1ccccc1
  89*	99*	99*	99*	99*	99*
CCc1ccc2oc(-c3cc(O)c(-c4nc5cc(CC)ccc5o4)cc3O)nc2c1
  1	-26	13	-22	-19	-26
COc1ccc(NC(=O)C(=O)/C=C(\O)c2ccccc2)cc1
  19	-49	-16	-14	-16	-10
O=C1c2ccccc2C(=O)N1c1cccc(CBr)c1
  40	3	16	7	17	29
COc1cccc(-c2cc(=O)c3cc(N(C)C)ccc3[nH]2)c1
  -5&21	-34&-19	-36&-27	-1&-8	-26&-28	-8&6
O=C1c2ccccc2C(=O)N1c1ccc(Nc2nc(Nc3ccc(N4C(=O)c5ccccc5C4=O)cc3)nc(N(C3CCCCC3)C3CCCCC3)n2)cc1
  -45	0	11	0	-6	-6

Retrieved by structure from the entries so far, 3 records:
The line under a structure holds: cln2 rad14	mec2-1	yeast mlh1 rad18	sgs1 mgt1	rad50	bub3
NCCC(=O)OC1CCCc2c(O)c3c(c(O)c21)C(=O)c1ccccc1C3=O (stereo not drawn)
  99*	99*	99*	99*	99*	99*
CC(C)(C)OC(=O)CNC(=O)C(Cc1ccccc1)NC(=O)C(CSC(c1ccccc1)(c1ccccc1)c1ccccc1)NSc1ccccc1[N+](=O)[O-] (stereo not drawn)
  -3	13	15	9	0	-5
CNc1nc2c(s1)c1c(O)c3c(O)c(C)c4c(c32)C(=O)C(C)(O/C=C/C(OC)C(C)C(OC(C)=O)C(C)C(O)C(C)C(O)C(C)/C=C/C=C(/C)C(=O)N1)O4 (stereo not drawn)
  10	14	20	9	14	21

Next part:
The line under a structure holds: cln2 rad14	mec2-1	yeast mlh1 rad18	sgs1 mgt1	rad50	bub3
C=C1C(=O)OC2C3C(=C)[C@@H](OC(C)=O)CC3C(C)=CC(OC(=O)C(C)(OC(C)=O)C(C)OC(C)=O)[C@@H]12 (stereo partly drawn)
  5	38	-1	21	6	16
O=C1OC(c2cccc([N+](=O)[O-])c2)Sc2ccccc21 (stereo not drawn)
  -15	39	12	21	-8	33
C/C(=N/NC(=O)c1ccccc1O)c1ccc(/C(C)=N\NC(=O)c2ccccc2O)c2nc3cc(C)c(C)cc3nc12
  5	-14	-28	-31	-41	7
CC(/C=C/c1cccs1)=N\C(=S)NC(N)=S
  2	28	26	27	4	78*
Cc1nn(-c2ccc(Cl)cc2)c2nc(N)nc(N)c12
  63	31	45	34	30	21
CCOC(=O)C(=CNc1cc(C(F)(F)F)ccc1N1CCOCC1)C(=O)OCC
  19	-15	0	-10	-1	2
C[Si](C)(C)CSCCO
  -16	-6	-2	-21	-14	-15
NC(=O)SCC(=O)Nc1ccc(O)cc1
  -6	-14	-15	0	25	-10
COC(=O)C1CCCN1 (stereo not drawn)
  -7	7	14	19	-3	-4
O=c1c2cc3ccccc3cc2oc2cc3ccccc3cc12
  -43	-4	8	0	-10	-11
CC(O)C(O)C(O)C(O)CO (stereo not drawn)
  -28&14	-14&-9	-4&0	-5&-15	-20&17	-6&-19
Cc1ccccc1N=C(c1ccccc1)N(O)c1ccccc1
  -27	-10	1	12	-13	-16
CCCC1OC(c2ccc3c(c2)OCO3)OCC1CC (stereo not drawn)
  -69	-16	-6	7	0	-12
Nc1cc2c(cc1Cl)[nH]c(=O)c1cc(Cl)ccc12
  -1	4	23	18	86*	-11
CC(=O)Nc1ccc(NC(=O)Nc2ccc(F)cc2)cc1
  8	4	20	19	24	21
O=C(O)/C=C\c1cc2ccccc2c2ccccc12
  98*	99*	99*	98*	99*	99*
CCOC(=O)C1SCSCC1=O (stereo not drawn)
  -30	-2	6	-6	-1	-21
CN(CCc1ccccn1)C(=S)N/N=C/c1ccccn1
  90*	84*	91*	91*	77*	90*
CC1(C)OCC(C2OC3OC(C)(C)OC3C2N)O1 (stereo not drawn)
  -3	11	5	11	11	22
CCCCCCCCCCCCCCCCSC(SCCCCCCCCCCCCCCCC)c1ccccc1
  -18	-9	-25	-19	-21	-13
CC(=O)OCC1OC(Nc2[nH]c(=O)n(C)c(=O)c2C=O)C(OC(C)=O)C(OC(C)=O)C1OC(C)=O (stereo not drawn)
  9	9	4	7	2	0
Cc1ccccc1C(=O)OC1CCCC1
  -19	-1	0	3	13	8
CC[O-].CC[O-].O=C1c2ccccc2C(=O)c2c(O)ccc([O-])c21.O=C1c2ccccc2C(=O)c2c(O)ccc([O-])c21.[Ti+4]
  -4	2	-15	-3	-21	-18
CC(C)(C)CC(C)(C)c1ccc2c(c1)NC(C1Nc3cc(C(C)(C)CC(C)(C)C)ccc3O1)O2 (stereo not drawn)
  -4	-6	11	-5	8	-3
NNC(=O)CCCCC(=O)NN
  -17	-6	-8	-10	-9	-2
COc1cc(/C=C/C(=N\NC(N)=S)c2sc(NNC(C)=O)nc2C)ccc1O
  21	7	15	16	23	25
Cc1cc(C)c2c(c1)CC(C)(C)CC2=O
  2	-8	-3	-1	4	-5
CS/C(=N\N=C(/C)c1ccccn1)SS/C(=N/N=C(\C)c1ccccn1)SC
  -3	1	15	-12	21	-6
Nc1nc2c(C(=O)N3CCOCC3)nnn2c2ccccc12
  -18	-10	-9	-12	-24	-29
O=C(O)Cc1cc(=O)[nH]n(-c2ccccc2)c1=O
  10	9	14	-1	14	-5
CCOC(=O)C(C)Oc1ccccc1[N+](=O)[O-] (stereo not drawn)
  nt	-41	-16	nt	-25	nt
CC(=O)OC1[C@@H](OC(C)=O)CN(OCc2ccccc2)C[C@H]1OC(C)=O (stereo partly drawn)
  -2	7	-27	-26	-48	9
C[Si](C)(C)CN(Cc1ccccc1)C(=O)c1ccccc1[N+](=O)[O-]
  19	2	10	35	15	10
c1ccc2cc(-c3ccc4ccccc4c3)ccc2c1
  9	-5	29	-2	6	-10

Screening results: PubChem BioAssay, NCI
